Assay outcomes deposited in PubChem by National Center for Advancing Translational Sciences (NCATS).
JMJD2A Tudor inh: qHTS Assay for Inhibitors of JMJD2A-Tudor Domain. Lysine-specific demethylase 4A (Homo sapiens), O75164. AlphaScreen JMJD2A-Tudor / H3K4me3 peptide binding. Potency, µM (top dose mostly 114 µM), for the others: at the top dose activity change, negative = inhibition, hits mostly inhibitors. 390,000 tested, 4.4% active. AID 504339, 2011; also: potency is read from the fitted curve at half-maximal effect; % is scaled to controls: 0 for no effect and ±100 for the full control effect; nearly all actives have a fitted effect of over 50% in size
PI4K2A inh: qHTS for small molecular inhibitors of PI4K2A; Phosphatidylinositol 4-kinase type 2-alpha (Homo sapiens), Q9BTU6; 420,000 tested, 0.13% active; AID 1346378, 2018; purified PI4K2A, ADP-Glo luminescence, 1 h; active compounds read low; activity change, negative = inhibition, % at 76.9 µM; in the data active = activity change below about -50%; inconclusive = mostly about -30% to -49%;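 also: -100% = wells without enzyme as full effect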
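Compounds are screened against recombinant PI4K2A using PI as substrate and ATP, the latter dispensed at 300 microM. Reactions run one hour at ambient temperature before ADP-Glo detection; full inhibition defined by wells lacking enzyme.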
PGK inhibitor: qHTS Assay to Find Inhibitors of Phosphoglycerate Kinase; Phosphoglycerate kinase, glycosomal (Trypanosoma brucei brucei), P07378; PGK/GAPDH coupled, Kinase-Glo luminescence, 60 min; Potency, µM (titrated, usually from 57.5 µM), without a hit: at the highest dose activity change, negative = inhibition, actives largely listed as inhibitors; 380,000 tested, 0.043% active; AID 602233, 2012; also: potency is read from the fitted curve at half-maximal effect; % is scaled to controls: 0 for no effect and ±100 for the full control effect; nearly all actives have a fitted effect of over 60% in size
Target sequence (P07378 whole entry, looked up): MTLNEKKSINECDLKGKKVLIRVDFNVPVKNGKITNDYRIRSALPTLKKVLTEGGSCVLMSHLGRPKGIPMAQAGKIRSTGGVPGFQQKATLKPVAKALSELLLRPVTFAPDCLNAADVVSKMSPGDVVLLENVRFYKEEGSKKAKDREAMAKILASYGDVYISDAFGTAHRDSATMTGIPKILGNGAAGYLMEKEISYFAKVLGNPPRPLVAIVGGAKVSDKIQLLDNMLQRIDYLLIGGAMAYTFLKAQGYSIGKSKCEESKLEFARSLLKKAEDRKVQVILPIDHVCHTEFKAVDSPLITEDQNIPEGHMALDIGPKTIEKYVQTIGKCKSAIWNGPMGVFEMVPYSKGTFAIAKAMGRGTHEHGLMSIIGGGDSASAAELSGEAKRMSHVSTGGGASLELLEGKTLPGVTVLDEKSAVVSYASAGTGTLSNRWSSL
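Luminescent ATP detection (Kinase-Glo Plus) follows a 60-minute room-temperature incubation, with wells lacking PGK as controls. Buffer: 100 mM TEA (pH 7.6), 5 mM MgCl2, 0.01% Tween-20. Coupling enzyme GAPDH (100 nM final) supplies unstable 1,3-BPG in-well.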
G9a inh: qHTS Assay for Inhibitors of Histone Lysine Methyltransferase G9a; Potency, µM (series often up to 102 µM), inactives show at the highest dose activity, negative = inhibition, hits mostly inhibitors; 350,000 tested, 8.8% active; Histone-lysine N-methyltransferase EHMT2 (Homo sapiens), Q96KQ7; G9a H3K9 monomethylation, AlphaScreen, 2 h; also: potency is read from the fitted curve at half-maximal effect; % is scaled to controls: 0 for no effect and ±100 for the full control effect; nearly all actives have a fitted effect of over 75% in size
Target sequence (Q96KQ7 913-1193 limits assumed): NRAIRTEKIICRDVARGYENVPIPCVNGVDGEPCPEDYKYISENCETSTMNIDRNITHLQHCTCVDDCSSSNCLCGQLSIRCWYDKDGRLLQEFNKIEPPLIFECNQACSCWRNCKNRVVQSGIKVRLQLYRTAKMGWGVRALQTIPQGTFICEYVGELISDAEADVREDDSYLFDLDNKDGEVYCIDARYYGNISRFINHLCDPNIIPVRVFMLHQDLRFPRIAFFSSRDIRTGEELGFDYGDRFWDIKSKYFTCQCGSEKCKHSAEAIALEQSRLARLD
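Signal arises when biotinylated H3K9 peptide, once monomethylated, bridges streptavidin donor and antibody-captured acceptor beads. Enzyme at 20 nM was preincubated 15 min with test compounds; peptide 500 nM and SAM 20 uM then reacted for 2 h.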
BAZ2B block: qHTS Assay for Inhibitors of BAZ2B; Bromodomain adjacent to zinc finger domain protein 2B (Homo sapiens), Q9UIF8; 360,000 tested, 4.4% active; AID 504333, 2011; Potency, µM (top dose mostly 114 µM), for the others: at the highest dose activity change, negative = inhibition, usual class: inhibitors; AlphaScreen BAZ2B-H3K14Ac peptide displacement; also: potency is read from the fitted curve at half-maximal effect; % is scaled to controls: 0 for no effect and ±100 for the full control effect; nearly all actives have a fitted effect of over 60% in size
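In this displacement format the biotinylated H3(5-23) peptide acetylated at Lys14 serves as ligand at 50 nM, with BAZ2B at 50 nM in PBS pH 7.4 containing 0.01% Tween-20. Donor and acceptor beads are 10 ug/mL final.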
GLS inh: qHTS for Inhibitors of Glutaminase (GLS) | Glutaminase kidney isoform, mitochondrial (Homo sapiens), O94925 | GLS enzymatic activity, qHTS titration | Potency, µM (doses to about 45.5 µM), for inactives: at the highest dose activity change, negative = inhibition, hits mostly inhibitors | 410,000 tested, 0.21% active | AID 624170, 2012; also: potency is read from the fitted curve at half-maximal effect; % is scaled to controls: 0 for no effect and ±100 for the full control effect
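Read-out is an Amplex red fluorescence increase coupled through glutamate oxidase and HRP, measured before and after 30 min room-temperature incubation. hKGA is in 45 mM KH2PO4 (pH 8.2) with 0.02% Tween-20; glutamine added as 1mM solution.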
HP1b binding inh: HTS for Inhibitors of HP1-beta Chromodomain Interactions with Methylated Histone Tails; Chromobox protein homolog 1 (Homo sapiens), P83916; AlphaScreen HP1-beta / biotin-H3K9me3 peptide binding; Potency, µM (highest dose often 114 µM), for the others: at the top dose activity change, negative = inhibition, actives largely listed as inhibitors; 390,000 tested, 0.56% active; AID 540317, 2011; also: potency is read from the fitted curve at half-maximal effect; nearly all actives have a fitted effect of over 70% in size; inactives centre near 23
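AlphaScreen: HP1-beta (50 nM) preformed 30 min with biotin-H3(1-18)K9me3 peptide (50 nM) in PBS pH 7.4, 0.01% Tween-20. Compound added for 30 min at RT, then streptavidin donor/nickel chelate acceptor beads (10 ug/mL) for 30 min.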
Pin1 inhibitor: qHTS Assay to Find Inhibitors of Pin1 | Potency, µM (titrated, usually from 115 µM), for the others: at the highest dose activity, negative = inhibition, usual class: inhibitors | AID 504891, 2011 | Pin1 FP peptide displacement, HiFluor488, 10 min | Peptidyl-prolyl cis-trans isomerase NIMA-interacting 1 (Homo sapiens), Q13526 | 390,000 tested, 0.009% active; active = well fitted inhibition curve with a large enough effect in the polarisation, with a control signal flat, not every such curve was filed as active; inconclusive = small, poorly fitted or top-dose-only effect, or effect the other way, or a change in a side signal; inactive = no such curve, though single readings can be large or run the other way; the % refers to the polarisation; also: potency is read from the fitted curve at half-maximal effect; % is scaled to controls: 0 for no effect and ±100 for the full control effect
Target sequence (Q13526 whole entry, looked up): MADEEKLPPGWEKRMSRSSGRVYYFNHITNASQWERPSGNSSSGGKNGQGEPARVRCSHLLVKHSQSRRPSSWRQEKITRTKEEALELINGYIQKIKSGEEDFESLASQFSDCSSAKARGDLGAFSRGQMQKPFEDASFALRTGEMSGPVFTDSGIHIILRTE
ERG Ets-DNA blk: qHTS for Small Molecule Inhibitors of the ERG Ets/DNA interaction | Transcriptional regulator ERG (Homo sapiens), P11308 | fluorescence polarization, His-ERG Ets domain / labelled DNA | Potency, µM (doses to about 76.9 µM), without a hit: at the highest dose FP activity, negative = inhibition, hits mostly inhibitors | 370,000 tested, 0.028% active | AID 624246, 2012; active = well fitted inhibition curve with a large enough effect in the polarisation, with a control signal flat; inconclusive = small, poorly fitted or top-dose-only effect, or effect the other way, or a change in a side signal; inactive = no such curve, though single readings can be large or run the other way; the % refers to the polarisation;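 also: polarization taken with two DNA probes labelled with fluorescein and Texas red; potency is read from the fitted curve at half-maximal effect; % of control where 0% means no effect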
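His-tagged ERG Ets domain (1 uM in the protein solution; 300mM KCl, 50mM Tris-HCl, 1mM EDTA, 1mM DTT, pH 7.5) received compound, then a probe mix of 5 nM fluorescein-DNA and 100nM Texas-615-DNA. Fluorescence polarization was read for both dyes.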
* marks the source's active call; other numbers are inactive results; i = inactive; ? = inconclusive; · = not tested or not shown; & = joins results of further samples; [ ] = dose if it differs, or a comment. Unless noted, calls follow the shape of the dose curve; as a rule, active = well fitted curve in the direction sought with a large enough effect; inconclusive = small, poorly fitted or top-dose-only effect, or another doubt; inactive = no such curve, though single readings can be large; an effect the other way counts as inactive or inconclusive.

Compound	JMJD2A Tudor inh	PI4K2A inh	PGK inhibitor	G9a inh	BAZ2B block	GLS inh	HP1b binding inh	Pin1 inhibitor	ERG Ets-DNA blk
CCN1C/C(=C/c2sccc2C)c2nc3ccccc3c(C(=O)O)c2C1	?	-6	i	-122%[59 µM]	?	22%	25%	?	2%
COc1cc(/C=C2\CC(C(C)(C)C)C/C(=C\c3cc(OC)c(OC)c(OC)c3)C2=O)cc(OC)c1OC (stereo unspecified)	?	-3	6%	-31%[2.33 µM]	?	8%	?	29%	21%
O=C1c2ccccc2C(=O)N1CCn1c(=O)oc2ccccc21	0%	-19	·	11%[59 µM]	-3%	3%	-6%	-9%	·
COc1cccc(CNC(=O)c2cc(S(=O)(=O)N3CCCCCC3)cn2C)c1	-14%	-10	7%	8%[59 µM]	-15%	7%	11%[57 µM]	-9%	-2%
CC1(C)CC(=O)C=C(NNC(=O)c2ccccc2O)C1	-15%	-2	-3%	-13%[0.501 µM]	8%	13%	15%	?	5%
CCCCc1cc(=O)oc2c(CN(C)C)c(O)c(Cl)cc12	16µM*	-1	-6%	-3%[12.7 µM]	8%	13%	-4%	-2%	-3%
O=C(CCN1CCCCCC1)Nc1cccc(F)c1	0%	2	-1%	?	-1%	-12%	12%	-3%	-1%
CCOc1ncccc1C(=O)NCc1ccc(C)cc1	0%	-4	i	48%[59 µM]	2%	-1%	20%	0%	2%
O=C(CN1CCc2cc3c(cc2C1)OCCCO3)Nc1ccc(F)cc1	-14%	2	i	61%[activator]	-17%	-6%	39%[activator]	-1%	-2%
CC(=O)c1ccc(N2CCN(C(=O)c3cc(-c4ccc5c(c4)OCO5)nc4ccccc34)CC2)cc1	-23%	-4	-6%	0%[12.7 µM]	-3%	8%	-2%	19%	-9%

Carrying on:
Compound	JMJD2A Tudor inh	PI4K2A inh	PGK inhibitor	G9a inh	BAZ2B block	GLS inh	HP1b binding inh	Pin1 inhibitor	ERG Ets-DNA blk
CCCSc1nc(=O)n2cccc(C)c2n1	-9%	14	-2%	2%[59 µM]	2%	2%	16%	1%	4%
COc1ccc([C@H]2C=C3CN(C(=O)OC(C)(C)C)S(=O)(=O)[C@H]3C[C@H]2OC(=O)c2cccs2)cc1	-18%	2	-6%	9%[12.7 µM]	-20%	-12%	36%	10%	8%
CN(C)c1ccc(C(=O)NNC(=O)C23CC4CC(CC(C4)C2)C3)cc1	-12%	1	0%	·	·	-1%	26%	0%	5%
CC/C=C/C(=O)N1CC2(CC(c3cccc(NC(=O)CC)c3)=NO2)C[C@H]1C(N)=O (stereo partly specified)	-15%	0	5%	-30%[59 µM]	-7%	2%	68%[activator]	5%	1%
Cc1ccc(-c2nc(CS(=O)(=O)CC(=O)N3CCCCCC3)c(C)o2)cc1	-12%	-3	3%	?	7%	1%	19%	-6%	2%
COC(=O)c1ccccc1NC(=O)CN(c1ccc(OC)cc1)S(C)(=O)=O	-14%	-1	2%	2%[59 µM]	1%	-6%	27%	4%	-14%
CCOC(=O)C1CCN(C(=O)CN2C(=O)NC(C)(c3ccc4cc(OC)ccc4c3)C2=O)CC1 (stereo unspecified)	-8%	-5	-7%	·	·	-4%	15%	5%	-5%
CC(CCc1ccccc1)NC(=O)CN1CCN(c2ccccc2)CC1 (stereo unspecified)	-6%	16	4%	-45%	-33%	12%	30%	9%	-1%
CCN1C[C@@H]2[C@@H]3C(=O)N(Cc4ccccc4)C(=O)[C@@H]3[C@](CC)(C(=O)OC)N2C1=NC1CCCCC1	-11%	-3	5%	·	·	0%	62%[activator]	-1%	-4%
Cc1cc(C)c(C(=O)Cn2cnc3cc([N+](=O)[O-])ccc3c2=O)cc1C	-30%	7	i	?	-17%	5%	3%	8%	-11%

Of the compounds above, these contain a thiophene ring, fused or not:
Compound	JMJD2A Tudor inh	PI4K2A inh	PGK inhibitor	G9a inh	BAZ2B block	GLS inh	HP1b binding inh	Pin1 inhibitor	ERG Ets-DNA blk
CCN1C/C(=C/c2sccc2C)c2nc3ccccc3c(C(=O)O)c2C1	?	-6	i	-122%[59 µM]	?	22%	25%	?	2%
COc1ccc([C@H]2C=C3CN(C(=O)OC(C)(C)C)S(=O)(=O)[C@H]3C[C@H]2OC(=O)c2cccs2)cc1	-18%	2	-6%	9%[12.7 µM]	-20%	-12%	36%	10%	8%

The results go on.
Compound	JMJD2A Tudor inh	PI4K2A inh	PGK inhibitor	G9a inh	BAZ2B block	GLS inh	HP1b binding inh	Pin1 inhibitor	ERG Ets-DNA blk
O=C(Nc1cc(-c2nc3ccccc3o2)ccc1Cl)c1ccc(N2CCCCC2)c([N+](=O)[O-])c1	-24%	-1	-1%	-37%[59 µM]	?	6%	-1%	0%	7%
COc1ccc(/C=C2/C(=O)ON=C2c2ccccc2)cc1OC	79µM*	-8	-3%	7%[0.501 µM]	?	32%[activator]	4%	-3%	-4%
O=C(CSc1ncn[nH]1)OCN1C(=O)c2ccccc2C1=O	-2%	-1	2%	35µM*	-2%	4%	31%	-3%	-3%
CSCC[C@H](NC(=O)N1CCn2c1nc1ccccc12)C(=O)NCc1ccccc1	?	11	-5%	45µM*	?	-8%	31%	-1%	-15%
Cc1cccc(NC(=O)CSCC(=O)NNC(=O)c2ccoc2C)c1	-13%	-2	-6%	·	-13%	11%	30%	-14%	-3%
COc1ccc2cc(CN(CCCN3CCOCC3)Cc3nnnn3C3CCCCC3)c(=O)[nH]c2c1	-6%	-12	-7%	-4%[59 µM]	1%	-1%	7%	1%	9%
Cc1c2cn[nH]c(=O)c2c(C)n1-c1ccccc1	-25%	8	9%	5%	?	-4%	14%	-1%	-4%
CC1=C(C(=O)Nc2ccccc2C(F)(F)F)C(c2ccc(C)s2)NC(=S)N1 (stereo unspecified)	-11%	0	5%	-10%	-16%	-3%	37%	7%	9%
C=C(C)CSc1cc(C)nc2c(-c3ccccc3)c(C)nn12	72%[activator]	4	-8%	418%[activator]	41%[activator]	-1%	158%[activator]	-16%	-1%
CCOC(=O)C1=C2SCC(=O)N2C(N)=C(C#N)C1	-18%	-3	-1%	·	-6%	18%	22%	?	3%

New compounds follow:
Compound	JMJD2A Tudor inh	PI4K2A inh	PGK inhibitor	G9a inh	BAZ2B block	GLS inh	HP1b binding inh	Pin1 inhibitor	ERG Ets-DNA blk
CC1=C(C(=O)Nc2ccccc2)C(c2ccc[nH]2)n2ncnc2N1 (stereo unspecified)	22µM*	?	·	?	8.9µM*	?	-28%[57 µM]	?	3%
CCCNC(=O)CN1C(=O)COc2ccc(S(=O)(=O)N3CCC(C)CC3)cc21	8%	-5	-8%	0%[59 µM]	3%	-8%	34%	1%	-2%
COc1ccc(Nc2cc(C(=O)NC3CCCC3)c3ccccc3n2)c(OC)c1	-23%&-18%	5&1	4%	21%	-20%[57.1 µM]	-4%&-3%	35%&21%	-4%&0%	4%&10%
Cc1c(NC(=O)c2cc3ccccc3c(=O)s2)c(=O)n(-c2ccccc2)n1C	-15%	38	-1%	1%	13%	5%	26%	-2%	-13%
COc1ccc2cc3cc(C(=O)Nc4ccccc4C)oc3nc2c1	-26%	-1	0%	?	·	-10%	7%	2%	12%
COc1ccc(S(=O)(=O)NNC(=O)Cc2csc(C)n2)cc1[N+](=O)[O-]	?	-2	-13%	?	79µM*	-1%	4%	-2%	1%
Cn1c(SCC(=O)Nc2nc3ccccc3s2)nnc1-c1ccccc1	-21%	3	-11%	-9%	2%	10%	7%	30%[activator]	0%
O=C(NCC(=O)N(CCc1ccccc1)C(C(=O)NC1CCCC1)c1cccnc1)c1ccco1 (stereo unspecified)	-4%	-1	-2%	?	4%	2%	9%	-9%	3%
O=C(NCc1ccco1)c1cc(C(=O)C2CC2)c[nH]1	-12%	-1	-2%	123%[activator][59 µM]	-36%	-1%	27%	?	-1%
